Rv3671c protease – inhibits the M. tuberculosis serine protease Rv3671c; actives 0.048% (n = 320,000); AID 2606; inhibition, % at 5.96 µM; P9WHR9; in the data active = inhibition above about 38%;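 note: extracellular domain of Rv3671c used as enzyme; 0% = enzyme with DMSO and 100% = no enzyme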
Target sequence (P9WHR9 whole entry, looked up, the tested form may be a part): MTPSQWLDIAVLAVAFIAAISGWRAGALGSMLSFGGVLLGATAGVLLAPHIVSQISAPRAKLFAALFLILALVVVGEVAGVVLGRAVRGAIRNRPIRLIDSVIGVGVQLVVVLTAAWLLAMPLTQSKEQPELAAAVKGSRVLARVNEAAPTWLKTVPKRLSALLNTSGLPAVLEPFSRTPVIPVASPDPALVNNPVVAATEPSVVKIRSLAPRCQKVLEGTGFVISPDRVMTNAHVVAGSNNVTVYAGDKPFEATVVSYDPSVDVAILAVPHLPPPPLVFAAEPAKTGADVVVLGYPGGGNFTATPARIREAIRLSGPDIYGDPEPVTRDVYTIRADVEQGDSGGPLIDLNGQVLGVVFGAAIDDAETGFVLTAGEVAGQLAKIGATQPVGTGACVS
SSB-PriA inh – inhibitors of Klebsiella pneumoniae PriA binding to SSB C-terminal tail | actives 0.6% (n = 430,000) | inhibition, % at 33 µM | AlphaScreen SSBct-PriA binding, biotinylated peptide | AID 1272365; in the data active = inhibition mostly above about 37%, no sharp cut-off; inactive = mostly below about 20%;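 note: plate controls were negative control peptide for no effect and reference peptide for full effect; strong numbers were not always called active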
DUSP3 inh – blocks human VHR1 dual specificity phosphatase. actives 0.52% (n = 290,000). recombinant VHR phosphatase, pNPP absorbance. P51452. inhibition, % at 13.3 µM. AID 1654; in the data active = inhibition above about 50%; note: some compounds called inactive have numbers as strong as hits
Target sequence (P51452 whole entry, looked up): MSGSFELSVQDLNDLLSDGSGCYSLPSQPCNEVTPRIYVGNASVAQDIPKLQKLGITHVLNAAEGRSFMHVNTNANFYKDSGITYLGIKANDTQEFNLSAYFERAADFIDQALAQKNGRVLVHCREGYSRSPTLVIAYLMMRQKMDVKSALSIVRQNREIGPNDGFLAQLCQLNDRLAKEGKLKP
MazF activator – activators of E. coli MazEF toxin-antitoxin RNase. activation, % at 20 µM. FAM/BHQ RNA-DNA oligo cleavage fluorescence, 5 h. actives 0.32% (n = 350,000); in the data active = activation above about 50%
Target sequence (P0AE70 whole entry, looked up): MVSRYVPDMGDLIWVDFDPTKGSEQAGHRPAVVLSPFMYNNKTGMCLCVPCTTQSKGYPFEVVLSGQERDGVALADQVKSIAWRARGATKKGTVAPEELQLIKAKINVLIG
TcdB inh – blocks C. difficile toxin B glycohydrolase activity; P18177; TcdB glycohydrolase enzymatic assay, plate reader; inhibition, % at 9.99 µM; actives 0.24% (n = 350,000); AID 652162; in the data active = inhibition above about 10%
PrPC surface inh – inhibitors of human cell surface prion protein PrPC; TR-FRET read-out; actives 0.43% (n = 370,000); AID 720596; P04156; inhibition, % at 13.8 µM; in the data active = inhibition above about 24%; note: 0% = median of the test wells and 100% = reference compound wells
CCHF vOTU inh – CCHFV vOTU protease inhibition. inhibition, % at 11.5 µM. AID 651958. actives 0.55% (n = 370,000). Pep-AMC fluorescence; in the data active = inhibition above about 30%; note: 0% = vehicle wells with enzyme and 100% = no enzyme wells
SARS 3CLpro inh – SARS-CoV 3CLpro protease inhibition; P0C6X7; recombinant SARS-CoV 3CLpro, quenched FRET peptide cleavage; inhibition, % at 6 µM; actives 0.14% (n = 290,000); in the data active = inhibition above about 12%
Yp Topo-I inh – inhibitors of Yersinia pestis topoisomerase I; Y. pestis Topo-I cleavage product accumulation, plate reader; activity, % at 10 µM; actives 0.064% (n = 360,000); in the data active = activity above about 50%, passing the limit was not always enough; note: inactives centre near 2
Vc quorum ag – induces V. cholerae light production without autoinducers; V. cholerae BH1578 lux reporter, luminescence, 6 h; activation, % at 18.7 µM; actives 0.16% (n = 350,000); AID 588436; in the data active = activation mostly above about 9.7%, no sharp cut-off; note: not every result past the cut was called active; inactives centre near 0; reference of the scale not given here
* hit, by the source's call; i = inactive; · = no result given; & = joins results of further samples. An excerpt, so the mix of outcomes need not match the whole.

The line under a structure holds: Rv3671c protease, SSB-PriA inh, DUSP3 inh, MazF activator, TcdB inh, PrPC surface inh, CCHF vOTU inh, SARS 3CLpro inh, Yp Topo-I inh, Vc quorum ag
- O=C(CSc1nnc(C2COc3ccccc3O2)o1)NC1CCCCC1 (configuration not stated)
    -0.8, -18.6, 23.6, 12.1, 0.1, -3.2, 1.0, 2.1, 16.3, -0.1
- O=C(CCc1ccccc1)Nc1ccnn1C1CCN(C/C=C/c2ccccc2)CC1
    -1.6, -3.4, -9.1, 5.3, -0.8, -6.7, 5.0, 0.7, 16.2, -0.5
- CCN(CC(=O)NC(C)C)C(=O)C(CCSC)NC(=O)c1ccccc1OC (configuration not stated)
    1.2, -1.0, -2.0, -22.3, 0.0, -10.4, 4.1, 1.6, 4.8, -0.3
- COc1cc2cc(-c3ccc(OC)c(OC)c3C)nc(N)c2cc1OC
    3.9, 15.1, ·, 4.6, 2.3, -1.3, -4.4, ·, 0.5, -0.8
- O=C(Nc1ccccc1Cl)Nc1cccnc1Cl
    0.1, -12.6, 12.0, 1.4, 0.9, 4.8, 1.4, -0.2, 0.9, -0.2
- C=Cn1cc[n+](CC(=O)c2ccc(OC)c(OC)c2)c1
    1.4, -10.8, 33.4, -0.6, 0.7, 4.4, 3.0, -1.9, 1.3, i
- CCOC(=O)Nc1nnc(CCc2ccccc2)s1
    3.0, -19.2, 18.2, 2.7, ·, -2.3, 2.8, 2.5, 9.3, ·
- Cc1ccc(N2CC(NC(=O)C(=O)c3c(C)[nH]c4ccccc34)CC2=O)cc1C (configuration not stated)
    -6.1, -0.3, ·, 5.2, 0.4, -10.9, 6.7, ·, 9.8, -0.4
- CC(C)Cn1c(=O)c2sccc2n2c(CCCC(=O)NC3CCN(Cc4ccccc4)CC3)nnc12
    2.5, -8.7, 31.1, 5.2, 0.4, -4.8, 9.9, -1.0, 19.2, -3.6
- O=C(CN1C(=O)NC2(CCCCCCC2)C1=O)NCc1ccc2c(c1)OCO2
    -1.2, -7.2, 10.4, 3.1, ·, -0.6, 2.6, 3.1, -1.8, i
- O=[N+]([O-])c1ccc(Oc2cccc3cccnc23)c([N+](=O)[O-])c1
    -1.6, 11.2, 34.3, 13.4, ·, -36.3, 4.0, 0.7, -7.5, -0.3
- COc1ccc(CNC(=O)CCNS(=O)(=O)c2ccc3c(c2)oc(=O)n3C)cc1
    -5.8, -8.9, 12.3, 0.8, ·, ·, ·, -1.2, -6.3, -2.6
- Cc1ccsc1C(=O)N1CCC1(C)C(=O)Nc1ccc2c(c1)OCCO2 (configuration not stated)
    ·, ·, ·, ·, -0.9, 3.1, -4.7, ·, 10.7, 4.0
- OCCNc1c2ccccc2nc2c(F)c(F)c(F)c(F)c12
    0.8, -29.6, -1.0, -3.6, ·, -10.8, -140.3, 3.3, -2.4, -0.2
- CCCc1cc(=O)[nH]c(SCC(=O)N(Cc2ccccc2)C(C)C)n1
    3.6, 0.5, 10.5, -1.2, 1.5, -0.8, 7.2, 5.2, 10.9, -0.2
- C/C=C/c1ccc(OCC(=O)O)c(OC)c1
    -8.1, -3.1, -2.5, 1.1, 0.1, 1.7, -12.7, 4.0, 1.9, 0.4
- COc1ccc(S(=O)(=O)NCCOc2ccc(Cl)cc2)cc1
    -10.0, -14.8, ·, -5.3, 0.5, 4.1, 3.2, ·, 9.2, 8.0
- Cc1ccc(C(=O)COC(=O)c2cc(Cl)nc3ccccc23)cc1C
    -10.9, -20.4, 13.1, -7.8, ·, 4.1, 1.7, -3.1, -5.4, -0.2
- COc1cc(N)c(C(=O)c2nccc3cc(OC)c(OC)cc23)cc1OC
    8.6, 2.4, 22.0, 8.2, -3.8, -1.5, 6.8, 1.8, 7.9, i
- Cc1ccc(CN(C(=O)c2ccc(Cl)c([N+](=O)[O-])c2)C2CCS(=O)(=O)C2)o1 (configuration not stated)
    3.9, -6.2, 16.0, 7.1, -1.0, -19.6, -20.3, -0.8, 2.1, i
- CCOC(=O)C1CCCN(C(=O)c2cc3cc(F)ccc3[nH]2)C1 (configuration not stated)
    -3.1, 3.3, 20.1, -3.7, 0.6, 2.9, -1.6, 3.0, 2.5, i
- O=C(Cc1cccs1)NCCc1csc(-c2ccccc2)n1
    3.4, -3.0&-3.3, 29.0, -1.8, -1.5, 8.4, 11.5, -0.5, 19.3, -0.4
- CCN1C(=O)/C(=C/c2nc3ccccc3c(=O)[nH]2)c2ccccc21
    -2.8, -14.8, -4.7, 3.2, 1.1, -5.2, 5.1, -4.3, 3.0, -0.2
- COc1cc(/C=C/C(=O)O)ccc1OS(=O)(=O)c1c(C)c(C)cc(C)c1C
    -6.2, -5.5, ·, -6.1, 1.6, -10.8, 8.6, ·, 14.5, -0.1
- CCSc1ccc(-c2nn(-c3ccccc3)cc2/C=C(/C#N)C(=O)NC)cc1
    -7.8, -17.1, 28.2, 2.3, ·, 1.2, 8.8, 2.2, 6.7, -0.3
- O=C1Cn2c(nc3ccccc32)N1c1cccc(C(F)(F)F)c1
    -7.1, -8.6, 28.6, 0.0, ·, 7.1, 0.3, 2.1, -3.1, i
- COc1ccc(-c2csc(NC(CO)c3nc4ccccc4n3CCCO)n2)cc1 (configuration not stated)
    5.1, 14.8, ·, 1.6, 1.2, 7.8, 3.4, ·, 9.0, 0.8
- O=C(CNC(=O)c1cccs1)OCC(=O)c1cccs1
    4.1, -5.0, 10.9, 2.7, ·, -2.7, 12.1, -2.3, 8.5, 7.7
- O=C(COC(=O)c1cc(Br)ccc1O)NNC(=O)c1ccc(Cl)cc1
    2.9, -8.7, ·, -2.7, 1.5, 5.7, 8.3, ·, 0.8, i
- NNc1ccc2nnc(C(F)(F)C(F)(F)C(F)(F)F)n2n1
    7.1, -12.2, -7.7, -1.1, 0.7, -5.8, 0.4, -5.7, -2.3, -0.8
- O=C(c1ccc(Cl)cc1)N1CCN(c2ccc(F)cc2)CC1
    -1.8, -5.5, 8.7, 1.9, ·, 7.2, -7.7, 0.9, 8.7, i
- Cc1c(NC(=O)COc2cccc(Br)c2)c(=O)n(-c2ccccc2)n1C
    0.8, -4.8, 14.4, -1.2, 0.6, -1.8, -3.0, -1.2, -7.2, -3.8
- CC(C)[C@H](NS(=O)(=O)c1ccccc1)C(=O)Nc1nccs1
    4.9, -10.2, ·, 8.5, 1.5, -10.1, 5.0, ·, 4.0, -0.3
- CC(C)C(=O)Nc1ccc(C(=O)CN2C(=O)NC3(CCOc4ccccc43)C2=O)cc1 (configuration not stated)
    -3.7, 4.2, ·, 4.7, 0.9, -5.0, 3.3, ·, 1.8, i
- CC1(C)CC[C@]2(C(=O)O)[C@H](O)C[C@]3(C)C(=CCC4[C@@]5(C)C[C@H](O)[C@H](O)[C@@](C)(CO)C5CC[C@]43C)[C@@H]2C1 (some centres not stated)
    -9.0, -12.3, ·, 9.1, 0.4, 4.2, -3.1, ·, 0.9, -0.3
- Cc1ccc(NC(=O)C2CCCN2C(=O)NC2CCCCC2)cc1F (configuration not stated)
    -1.5, 2.2, -2.7, 3.4, 1.4, 4.4, -4.8, 3.0, -3.6, -0.4
- CCc1nc(OCCN(CC)CC)c2oc3ccccc3c2n1
    1.9, -11.2, 11.3, 2.2, ·, 0.1, -12.9, -0.3, -0.6, i
- OC(CN1CCCCC1)Cn1c2ccccc2c2ccccc21 (configuration not stated)
    -16.5, -8.4, 1.6, 12.8, 0.0, -0.3, 3.8, -3.2, 0.9, -5.6
- CC1CCCC(C)N1c1nnc(NC(=O)Cn2c(=O)oc3ccccc32)s1 (configuration not stated)
    -2.9, -6.2, -1.9, 2.6, 1.0, 3.0, 3.4, -1.3, 18.4, -0.2
- NS(=O)(=O)c1ccc(CCNc2ncnc3sccc23)cc1
    -0.4, -17.8, 2.9, -4.4, ·, 5.2, -10.7, 1.7, -5.7, -1.6
- C=CCn1c(-c2ccco2)n[nH]c1=S
    3.0, 5.7, 13.2, 5.3, ·, 2.6, 2.1, -7.5, -2.8, i
- COC(=O)c1cc(Br)c(=O)n(CCc2ccc(O)cc2)c1
    1.7, -17.8, 16.4, 0.2, ·, -3.1, 5.2, -1.5, -5.1, i
- COc1ccc(N2CCN(CCNC(=O)c3ccc4nc5ccccc5c(=O)n4c3)CC2)cc1
    ·, -1.6, -3.8, 8.2, 0.5, -20.0, -23.2, 3.9, 3.9, 0.6
- OC1(c2ccc(Cl)cc2)CCN(Cc2cn[nH]c2-c2ccccc2)CC1
    3.0, 4.3, -11.0, 2.7, 2.2, -13.4, -8.5, 2.5, -11.1, i
- CC(=O)Nc1ccc(NC(=O)C2CCN(c3ccc(C(F)(F)F)cn3)CC2)cc1
    6.1, 2.8, -16.9, -2.0, 0.5, -0.7, 6.8, 0.8, -8.4, -0.2
- Cc1ccc2c(c1)N(C(=O)CCC(=O)N1CCN(c3ccccc3)CC1)CCO2
    6.7, 1.0, 17.3, -0.5, 1.5, -0.4, -5.8, -5.6, 27.2, -0.3
- CCN(CC(=O)Nc1c(F)cccc1F)C(=O)CN1C(=O)C2CCCCC2C1=O (configuration not stated)
    1.4, -16.5, ·, 2.5, 1.2, -4.9, 0.2, ·, 4.5, -1.3
- c1ccc(CN2c3ccccc3-c3nc4ccccc4n3C2c2ccccn2)cc1 (configuration not stated)
    -8.5, -41.0, 27.1, 5.3, ·, 11.1, -64.3, 1.8, 2.7, -0.3
- O=C(Nn1cnnc1)c1ccccc1CCc1ccccc1
    -3.4, -6.8, -7.5, 5.6, ·, 0.9, -3.6, -12.2, -7.4, -0.7
- Cc1ccc(CN2CCCC(C(=O)c3ccc4c(c3)OCO4)C2)cc1C (configuration not stated)
    3.0, 2.2, 8.5, 6.8, 0.4, -7.1, -6.8, 0.9, 15.0, -3.3
- CSCCC(NC(=O)c1cc(S(=O)(=O)N2CCOCC2)ccc1C)c1nc2ccccc2[nH]1 (configuration not stated)
    ·, -7.1, ·, -0.1, -1.0, -6.7, -4.5, ·, 0.4, -0.9
- CCc1ccc(OCC(=O)N/N=C\c2ccco2)c([N+](=O)[O-])c1
    -5.6, ·, 18.0, 4.8, 0.4, -2.8, 11.7, 4.5, 3.7, -1.8
- Cn1c(=O)c2nc(-c3ccccc3)oc2c2ccccc21
    -2.8, -19.6, -4.1, -6.5, ·, 2.6, -22.6, 0.2, -2.3, 0.4
- CCOC(=O)N1CCN(C(=O)CNCc2cccs2)CC1
    1.0, -2.2, 22.8, 6.6, ·, -0.1, -6.5, -2.0, -10.4, 13.6
- CCOC(=O)Cc1cc(=O)n(-c2nc3ccccc3s2)[nH]1
    -3.0, 5.3, 4.5, -0.1, ·, 0.7, 14.2, 7.8, 2.7, -4.8
- O=c1cc(N2CCN(c3ccc(F)cc3)CC2)[nH]c(=O)n1C1CCCCC1
    -2.1, 12.5, 23.7, -1.5, ·, -14.2, -0.4, 3.7, -1.9, i
- O=C(O)[C@@H]1CCCN1C(=O)c1ccccc1N1C(=O)[C@@H]2Cc3c([nH]c4ccccc34)C(c3cccc(Cl)c3)N2C1=O (some centres not stated)
    -8.8, 16.1, 36.9, 3.2, -2.2, -2.0, -3.0, 5.3, 11.0, -0.6
- COc1ccc(CN2CCN(Cc3ccc4cc(F)ccc4n3)CC2CCO)c(C)c1C (configuration not stated)
    -4.8, 8.7, 50.7*, -12.0, -0.4, 0.4, -9.3, -0.7, 2.5, i
- COc1ccc(C2=NN(c3ccccc3)C(c3ccc(OC)c(OC)c3)C2)cc1 (configuration not stated)
    14.2, -2.7, 26.1, -46.0, 2.7, 7.2, -27.4, 2.2, 19.2, i

Only Rv3671c protease, DUSP3 inh and TcdB inh, for some of the entries so far:
| SMILES | Rv3671c protease | DUSP3 inh | TcdB inh |
| --- | --- | --- | --- |
| CC1(C)CC[C@]2(C(=O)O)[C@H](O)C[C@]3(C)C(=CCC4[C@@]5(C)C[C@H](O)[C@H](O)[C@@](C)(CO)C5CC[C@]43C)[C@@H]2C1 (some centres not stated) | -9.0 | · | 0.4 |
| Cc1ccc(NC(=O)C2CCCN2C(=O)NC2CCCCC2)cc1F (configuration not stated) | -1.5 | -2.7 | 1.4 |
| CCc1nc(OCCN(CC)CC)c2oc3ccccc3c2n1 | 1.9 | 11.3 | · |
| OC(CN1CCCCC1)Cn1c2ccccc2c2ccccc21 (configuration not stated) | -16.5 | 1.6 | 0.0 |

Screens (PubChem BioAssay)
